Assay outcomes from PubChem BioAssay.
HepG2 viability – HepG2 cytotoxicity, counter-screen for TGF-b inhibitors; HepG2 CAGA-GFP viability, ATP luminescence, 18 h; Potency, µM (doses to about 46.1 µM), without a hit: at the highest dose activity change, negative = cytotoxicity, most hits filed as cytotoxic; hit rate 0.76% among 410,000; AID 588856; note: potency is the fitted concentration of half-maximal effect; some results filed as inactive show a strong effect at the top dose
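CellTiter-Glo luminescence gave cytotoxicity after 18 hours at 37 degrees C. The cells were HepG2 CAGA-GFP in 1% FBS DMEM, stimulated with 500 pg/mL TGF-beta after compound addition. %Activity was normalised to no-cell wells (complete cell-killing) and DMSO (no toxicity), and curves were fitted and classified.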
S2 tox – reduces viability in counter-screen for ATXN expression inhibitors; hit rate 0.49% among 400,000; Potency, µM (doses to about 56.7 µM), hits mostly cytotoxic; AID 651635; S2 cells (HEK-293 line with an ATXN2-luciferase reporter) viability, CellTiter-Fluor protease fluorescence, 24 h; note: potency is the fitted concentration of half-maximal effect; nearly all actives have a fitted effect of over 40% in size
MCF10A rereplic – inducers of DNA re-replication in MCF 10A breast cells; MCF 10A DNA re-replication, Hoechst nuclear intensity, 48 h; Potency, µM (highest dose often 46.1 µM), for the others: top-dose activity, positive = re-replication, usual class: activators; hit rate 2.9% among 350,000; AID 624296; note: potency is the fitted concentration of half-maximal effect; % of control where 0% means no effect; nearly all actives have a fitted effect of over 50% in size
IL1B secr inh – blocks inflammasome-driven IL-1 beta release; THP-1 LPS/ATP IL-1B secretion, AlphaLISA, 16 h; hits give low values; activity change, % at 57.5 µM; hit rate 4.7% among 360,000; AID 743279; in the data active = activity change below about -50%; inconclusive = mostly about -30% to -49%; note: % is set by controls: 0 for no effect and ±100 for the full control effect
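Secreted IL-1B measured by AlphaLISA bead assay after 16 h compound exposure of THP-1 cells; compounds (final up to 57.5 uM) added 1 h before LPS (250 ng/mL) and ATP (1.25 mM) stimulation; lower signal means less secretion.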
KB-3-1 cytotox – KB-3-1 parental cell cytotoxicity; KB-3-1 viability, CellTiter-Glo ATP luminescence, 72 h; Potency, µM (top dose mostly 46.1 µM), without a hit: at the highest dose activity change, negative = cytotoxic, most hits filed as cytotoxic; hit rate 1.4% among 400,000; note: potency is the fitted concentration of half-maximal effect; % is set by controls: 0 for no effect and ±100 for the full control effect; nearly all actives have a fitted effect of over 60% in size
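Viability of parental KB-3-1 cells, measured by CellTiter-Glo luminescence, followed a 72 h incubation at 37 °C with pinned compounds in phenol-red-free DMEM containing 10% FBS.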
SW480 rereplic – DNA re-replication induction in SW480 cells. SW480 DNA re-replication, Hoechst DNA content imaging, 48 h. Potency, µM (highest dose often 46.1 µM), for the others: at the top dose re-replication activation, most hits filed as activators. hit rate 1.8% among 340,000. AID 624297; note: potency is the fitted concentration of half-maximal effect; % of control where 0% means no effect; nearly all actives have a fitted effect of over 55% in size
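SW480 cells exposed to compounds for 48 hr at 37 C, 5% CO2, then Hoechst-stained 40 min. Nuclear DNA content imaged by fluorescence scanning (405 nm excitation, 500-530 nm emission); re-replication scored as increased high-intensity nuclei.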
ATXN2 expr inh – inhibitors of ATXN2 expression | HEK-293 ATXN2-luciferase reporter, luminescence, 24 h | Potency, µM (top dose mostly 57 µM), inactives show top-dose activity change, negative = inhibition, actives largely listed as inhibitors | hit rate 0.72% among 360,000 | AID 1745845; note: potency is the fitted concentration of half-maximal effect; % is set by controls: 0 for no effect and ±100 for the full control effect; nearly all actives have a fitted effect of over 55% in size
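qHTS (up to 57 uM final) was run with 24 h compound exposure of reporter cells at 37 °C. Each well was multiplexed: SteadyGlo luminescence measured ATXN2-luciferase expression after a fluorogenic Gly-Phe-AFC viability readout (25 uM final).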
HT1080 IDH1KD tx – toxicity to HT-1080 IDH1 knockdown cells (counter line); HT-1080 IDH1 knockdown viability, ATP luminescence, 48 h; Potency, µM (doses to about 46.1 µM), for the others: at the highest dose activity, negative = toxicity, most hits filed as cytotoxic; hit rate 2% among 360,000; AID 686971;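 note: potency is the fitted concentration of half-maximal effect; 0% = DMSO wells and -100% = cell-free medium wells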
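Knockdown cells (IDH1KD HT-1080) received compounds 2 h after plating at 750 cells/well and were kept 48 h at 37 °C in 5% FBS RPMI. A CellTiter-Glo luminescence read gave % activity for curve fitting.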
HT1080NT lethal – kills 2HG-producing HT-1080-NT fibrosarcoma cells; Potency, µM (doses to about 46.1 µM), without a hit: at the highest dose activity, negative = less viability, actives largely listed as cytotoxic; HT-1080-NT fibrosarcoma viability, CellTiter-Glo ATP luminescence, 48 h; hit rate 1.6% among 360,000; AID 686970;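 note: NT is the 2HG producing partner of a matched IDH1 knockdown line; potency is the fitted concentration of half-maximal effect; 0% = DMSO-treated cells and -100% = media-only wells without cells; nearly all actives have a fitted effect of over 55% in size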
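HT-1080-NT; 750 cells/well; 5% FBS RPMI; 48 h compound, 37 degrees C; CellTiter-Glo luminescence; curve fitting and curve-class assignment.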
Active calls of the source: *; i = inactive; ? = inconclusive; nt = not tested or not shown; & = joins results of further samples; [ ] = another dose, or the depositor's remark. Unless noted, calls come from the whole dose curve; as a rule, active = well fitted curve in the direction sought with a large enough effect; inconclusive = small, poorly fitted or top-dose-only effect, or another doubt; inactive = no such curve, though single readings can be large; an effect the other way counts as inactive or inconclusive.

The line under a structure holds: SW480 rereplic | KB-3-1 cytotox | S2 tox | HepG2 viability | MCF10A rereplic | ATXN2 expr inh | HT1080 IDH1KD tx | HT1080NT lethal | IL1B secr inh
CC1=CC2=C(OC1N(C)C)c1cccc3cccc(c13)C2=O (stereo unspecified)
    -10% | 24% | i | -10% | 10% | -3% | -1% | 11% | -10
COc1ccccc1OCC(=O)Nc1cc(Cl)ccc1Oc1ccccc1
    -2% | -2% | i | 11% | -4% | -7% | -8% | 0% | 0
FC(F)(F)c1cccc(CON=C2CCN(c3ncc(C(F)(F)F)cc3Cl)CC2)c1
    4% | ? | i | -18% | 8% | -2% | -2% | 3% | -7
CCN(CC)c1ccc(C=C(c2nnnn2-c2ccccc2)c2nnnn2-c2ccccc2)cc1
    4% | 4% | nt | -6% | 7% | 3% | 15% | 12% | -7
CC1(C)Cc2c(sc3c2c(=O)n(-c2cccc(Cl)c2)c(=O)n3CC(N)=O)CO1
    ? | 0% | i | 9% | 0% | nt | -2% | -2% | 22
COc1ccc(C(=O)NNC(=O)Cc2nc3nc(C)cc(C)n3n2)cc1
    0% | 1% | i | 8% | 0% | nt | -2% | 2% | -2
O=Cc1ccc(N2CCCCCC2)cc1
    -4% | 3% | i | -1% | 14% | 3% | 9% | 3% | 17
CCC(C)Nc1nc(Cl)nc(NCCOc2ccccc2)n1 (stereo unspecified)
    -1% | -2% | i | -28% | 13% | 28% | -6% | -8% | -2
Cc1nc2ccccc2c2oc(C(=O)NCCCN3CCC(C)CC3)cc12
    7% | 0% | ? | -28% | 18% | -19% | -21% | -19% | -19
N#Cc1c(C(F)(F)F)cc(Cc2ccccc2)nc1SCC(=O)NCC(=O)O
    -3% | 5% | i | -4% | 1% | -9% | 21% | 15% | 1
CCOc1ccc(N(C)S(=O)(=O)c2ccc(C)c(C(=O)NCc3cccs3)c2)cc1
    -2% | ? | i | -36% | 9% | -15% | 0% | -1%[9.24 µM] | -20
CC1(C)CC(N=C2C([N+](=O)[O-])=CC=C3C2=NC2(CCCCC2)N3O)CC(C)(C)N1
    -10% | 5% | ? | 4% | 1% | -15% | 1% | 10% | 18
Cc1ccccc1OCC(=O)Nc1ccc2nc(SCCOc3ccccc3)sc2c1
    nt | 12% | i | 3% | nt | -5% | nt | nt | nt
COC(=O)CC1C(=O)NCCN1C(=S)NC(=O)CCc1ccccc1 (stereo unspecified)
    6% | -2% | i | 7% | -1% | nt | -5% | -1% | 25
CCN1CCN(c2ccc(S(=O)(=O)N3CCCCC3)cc2NC(=O)c2cccc(NC(C)=O)c2)CC1
    ? | -4% | i | 7% | ? | -4% | 2% | 3% | -12
O=C1C(=O)N(CC2CCCO2)C(c2ccccc2[N+](=O)[O-])/C1=C(/O)c1ccccc1 (stereo unspecified)
    -32%[inhibitor] | 0% | i | 1% | 0% | nt | -4% | -6% | 27
CCN(Cc1ccccc1)C(=O)CN1C(=O)NC2(CC(C)CC(C)(C)C2)C1=O (stereo unspecified)
    2% | -13% | i | -5% | 8% | 2% | 13% | 5% | 16
NC(=O)c1ccsc1NC(=O)CCc1ccccc1
    -22% | -2% | i | -47% | -1% | 6% | 1% | 1% | 14
CCNC(=O)O/N=C1\CCCCC1c1ccc([N+](=O)[O-])cc1[N+](=O)[O-] (stereo unspecified)
    6% | -7% | i | -5% | 25% | -25% | 2% | -3% | 29
COC(=O)c1cc(C)nc(N)c1C#N
    -1% | 4% | i | 3% | -2% | -1% | 22% | 6% | 20
O=C(Nc1ccc(NC(=O)c2ccco2)nc1)c1cccc(F)c1
    -15% | 27% | i | -7% | -3% | 23% | -8% | -6% | -26
O=C(Cn1cc(C(F)(F)F)ccc1=O)NCc1ccc(F)cc1
    2% | 12% | nt | 5% | -3% | 35%[activator] | 18% | 17% | 0
CCCCOCCCN1CC(=O)N2[C@@H](Cc3c([nH]c4ccccc34)C2(C)C)C1=O
    0% | 2% | i | -32% | 13% | -5% | 3% | -8% | -17
CCc1nc2ccc(C(=O)NCc3ccc(OC)cc3)cn2c1N(CC)Cc1cccc(Br)c1
    nt | ? | ? | -17% | nt | ? | ? | ? | -71*
CCCCOc1nnc(-c2ccc(OCC)cc2)c2ccccc12
    nt | -30% | i | -4% | nt | 0% | nt | nt | nt
COC(=O)c1cc(Br)c(=O)n(-c2ccccc2OC)c1
    0% | -5% | i | 4% | 1% | 1% | 12% | 3% | -7
O=C(CNC(=O)c1ccccc1Br)N/N=C/c1ccco1
    -8% | -1% | i | -8% | 3% | -17% | -1% | 4% | -11
O=C1C2C3C=CC(C3)C2C(=O)N1/N=C/c1cn(Cc2ccc(F)cc2)c2ccccc12 (stereo unspecified)
    4% | ? | i | 0.89µM* | ? | ? | ? | -20% | -7
OC(c1ccc(Cl)cc1Cl)C(Cc1cccnc1)n1cncn1 (stereo unspecified)
    -1% | 18% | ? | -1% | 23% | -1% | 8% | 2% | 1
O=C(O)C1C2CCC(C2)C1C(=O)NCCc1ccc(F)cc1 (stereo unspecified)
    -5% | -12% | i | 1% | -15% | 27% | 5% | 10% | 20
COc1ccc(OCCCCc2c(C)n[nH]c2C)cc1
    -3% | 22% | i | -20% | 12% | -13% | 1% | -2% | -4
Cc1cccn2cc(-c3ccc(S(=O)(=O)N4CCOCC4)cc3)nc12
    -4% | 1% | i | 3% | 1% | 3% | -19% | ? | 29
CC1(C)CC(=NO)CC(C)(C)N1
    -2% | 2% | i | 11% | 0% | 0% | 5% | 6% | 0
COc1cccc2c3c(c(C)nc12)CCN3c1ccccc1
    1% | -20% | nt | -31% | 0% | ? | ? | ? | -93*
COc1ccc(NC(=O)C(NCC(C)C)c2ccccc2)cc1Cl (stereo unspecified)
    1% | -2% | i | 24% | ? | -24%[11.3 µM] | 4% | 7% | -19
Cc1cccc(-c2csc(NC(=O)c3cnccn3)c2C(=O)OC(C)C)c1
    -6%[9.22 µM] | 5% | i | 6% | 2% | -5% | 2% | 2% | 34
CC(=O)c1ccc(S(=O)(=O)Nc2ccc(-c3ccc4nncn4n3)cc2)cc1
    -7% | 11% | i | -63% | 17% | 1% | 2% | 0% | 22
Cc1ccc2[nH]cc(C(=O)CN3CCN(C)CC3)c2c1
    -6% | -3% | i | -9% | 22% | -1% | 2% | 7% | 21
COc1ccc2oc(C(=O)OCc3nnc(-c4ccccc4)o3)c(C)c2c1
    9% | -8% | i | -37% | 10% | -17% | 2% | -4% | 3
O=C(Nc1ccccc1)NC1CCN(Cc2c(F)cccc2Cl)CC1
    2% | -4% | i | -31% | 7% | -19% | -20% | -9% | ?
Cc1cc2ncn(CCCCOc3ccccc3)c2cc1C
    ? | -14%&-14% | i | -75%&-84% | ? | -23%&-12% | ? | ? | -16
Cc1cc(-c2ccc(S(=O)(=O)Nc3ccc(C#N)cc3)s2)on1
    -27% | -3% | i | -6% | 1% | 14% | -4% | 1% | 51
CN1CCN(/C=N/C2=C(C#N)C(c3ccccc3)C3=C(CC(C)(C)CC3=O)O2)CC1 (stereo unspecified)
    -6% | 2% | i | -31% | -2% | -11% | -5% | 11% | -7
Cc1cc(C)cc(C(=O)NCC(=O)OCc2c(C)noc2C)c1
    -7% | 3% | i | -26% | -7% | -11% | 26% | 7% | 11
COc1ccc(CNC(=O)C2(CC3CC(c4ccccc4)=NO3)CCN(C(=O)Cc3ccc(F)cc3)CC2)cc1 (stereo unspecified)
    6%[9.22 µM] | 13% | i | -8% | 8% | -6% | -10% | 0% | ?
OC(COc1ccc2cc(Br)ccc2c1)CN1CCOCC1 (stereo unspecified)
    -4% | -3% | i | -28% | ? | 12% | ? | -27% | -26
O=S1(=O)CCN(C(CO)c2ccccc2)CC1 (stereo unspecified)
    9% | 7% | i | 0% | -13% | -11% | 17% | 9% | 7
Cc1cc(=O)[nH]c(SCC(=O)Nc2nc3ccccc3s2)n1
    ? | 1% | i | -20% | 0.58µM* | 4% | 0% | -7% | 60
COc1cc2c(cc1NC(=O)CN1CCN(S(=O)(=O)c3ccccc3F)CC1)oc1ccccc12
    ? | -5% | i | -10% | ? | -15% | -1% | -2% | 37
CC1CCCCC1NC(=O)CSc1nc2ccccc2[nH]1 (stereo unspecified)
    19% | 8% | i | 0% | 3% | -9% | -9% | -1% | 10
C[C@@H]1C[C@H]2[C@@H]3CCC4=CC(=O)C=C[C@]4(C)[C@@]3(F)[C@@H](O)C[C@]2(C)[C@@]1(O)C(=O)COP(=O)(O)O
    -1%&-28% | 0% | i | 6% | 10%&-2% | 4% | 25% | -1% | -19
Cc1sc2nc(CSCC(=O)Nc3ccc(OC(F)F)cc3)[nH]c(=O)c2c1C
    6% | -6% | i | -7% | ? | 0% | -7% | -12% | 10
O=C(Nc1cccc(S(=O)(=O)C(F)F)c1)c1ccc(S(=O)(=O)N2CCOCC2)cc1
    7% | -23% | i | -1% | ? | -10% | -7% | -15% | -19
COC(=O)c1cc2oc3ccccc3c2n1Cc1nc(-c2cccc(C)c2)oc1C
    nt | 14% | i | -7% | nt | 5% | nt | nt | nt
CCN(CC(=O)N1CCOCC1)S(=O)(=O)c1ccccc1
    0% | 16% | i | -2% | 0% | -12% | 18% | 5% | 3
O=C(NCCc1ccc(Cl)cc1)C1CCN(S(=O)(=O)c2ccc(-n3cnnn3)cc2)CC1
    -17% | 0% | i | -8% | 15% | -4% | -9% | -20% | -20

This is a random part of the collection. About 8.9% of those tested had a hit in this group.
